# ERa SRC1 inh: ERα–SRC-1 coactivator interaction inhibitors, primary screen, biochemical, TR-FRET, ERα LBD, estradiol-bound; Estrogen receptor (Homo sapiens), P03372; TR-FRET ER-alpha LBD / SRC-1 peptide; inhibition, % at 25.6 µM; actives 1.7% (n = 86,000); AID 629, 2007; in the data active means inhibition above about 50%;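 further: 0% = receptor plus peptide control and 100% = peptide only without receptor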
# CD11b adhes inh: inhibitors of CD11b/CD18 adhesion to fibrinogen, primary screen, K562 cells, luminescence | AID 1497, 2009 | ATPlite luminescence; Mn2+ added to activate the integrin | inhibition, % at 10 µM | actives 0.54% (n = 93,000);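 active means primary inhibition of 50% or more at 10 µM, then 40% or more on retest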; further: some results filed as inactive read as strong as hits
# Plk1 PBD FP: Plk1 polo box domain binding inhibitors, primary screen, biochemical, fluorescence polarization | Serine/threonine-protein kinase PLK1 (Homo sapiens), P53350 | Plk1 PBD phosphopeptide binding | inhibition, %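 (tested at about 20 µM)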 | actives 0.13% (n = 97,000); in the data active means inhibition above about 34%, passing the limit was not always enough
# Target sequence (P53350 whole entry, looked up, the tested form may be a part): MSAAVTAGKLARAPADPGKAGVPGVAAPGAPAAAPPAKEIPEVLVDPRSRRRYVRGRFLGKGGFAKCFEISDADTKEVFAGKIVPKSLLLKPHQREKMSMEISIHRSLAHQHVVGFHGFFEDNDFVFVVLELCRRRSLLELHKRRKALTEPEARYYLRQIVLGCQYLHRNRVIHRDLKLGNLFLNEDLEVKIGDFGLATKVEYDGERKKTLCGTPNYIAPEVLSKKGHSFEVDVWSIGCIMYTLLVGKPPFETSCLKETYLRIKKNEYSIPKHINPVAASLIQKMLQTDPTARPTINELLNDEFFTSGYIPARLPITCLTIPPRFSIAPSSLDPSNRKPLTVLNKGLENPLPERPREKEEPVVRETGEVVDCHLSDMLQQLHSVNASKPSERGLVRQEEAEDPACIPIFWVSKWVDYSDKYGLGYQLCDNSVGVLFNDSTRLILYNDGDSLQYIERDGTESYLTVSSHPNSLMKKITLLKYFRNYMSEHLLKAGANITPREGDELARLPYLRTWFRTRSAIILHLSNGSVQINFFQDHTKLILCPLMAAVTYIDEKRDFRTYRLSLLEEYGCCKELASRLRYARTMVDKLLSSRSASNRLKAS
# FAK blocker: FAK kinase inhibitors, primary screen, biochemical. biochemical FAK kinase activity assay. inhibition, %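 (tested at 7 µM)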. actives 0.84% (n = 97,000). AID 727, 2007; in the data active means inhibition above about 19%;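 further: 0% = DMSO and 100% = reference compound high control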
# PLK1 inh: human PLK1 kinase inhibitors, primary screen, biochemical, TR-FRET | Serine/threonine-protein kinase PLK1 (Homo sapiens), P53350 | recombinant PLK1 kinase, TR-FRET peptide phosphorylation | inhibition, % at 10 µM | actives 0.53% (n = 97,000) | AID 619, 2007;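 active means inhibition of 50% or more in the single-concentration screen; inactive means inhibition below 50%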;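 further: 0% = DMSO max control and 100% = H-89 dihydrochloride min control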
# Mac1 fbg enh: enhancers of CD11b/CD18 adhesion to fibrinogen, primary screen, K562 cells, luminescence; activation, % at 10 µM; ATPlite luminescence; actives 0.07% (n = 93,000); Integrin beta-2 (Homo sapiens) + Integrin alpha-M (Homo sapiens), P05107+P11215;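 active means 10 µM primary screen giving 50% or more activity, confirmed by 40% or more on retest at that dose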; further: strong numbers were not always called active
# Rev-RRE block: HIV-1 Rev-RRE binding inhibitors, primary screen, biochemical, FRET, protein-RNA interaction | inhibition, % at 8 µM | actives 0.79% (n = 97,000) | P05866 | Rev peptide-RRE RNA binding | AID 704, 2007;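 active means inhibition above the screen-wide mean plus 3 SD, cut at about 35% in these data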;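 further: 0% = median DMSO wells and 100% = median Neomycin B control wells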
# Target sequence (P05866 whole entry, looked up): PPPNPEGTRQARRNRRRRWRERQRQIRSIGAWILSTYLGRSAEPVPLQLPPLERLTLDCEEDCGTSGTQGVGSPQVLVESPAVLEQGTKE
#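 Assay system: Labelled RRE RNA duplex and labelled Rev peptide | Times: 5 min preincubation and 15 min binding, 25 °C | Detection: FRET, ex 480 nm, em 540 and 671 nm | Evaluation: % inhibition of FRET ratio versus controls | Benchmarks: DMSO wells as 0% and neomycin B wells as 100% inhibition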
# ERa SRC1 pot: enhancers of ERα–SRC-1 coactivator binding, primary screen, biochemical, TR-FRET, ERα LBD, low estradiol | AID 639, 2007 | TR-FRET ERalpha-LBD/SRC-Cy5 coactivator binding, 2 h; 100 = basal binding, no effect | coactivator binding (% of control), % at 25.6 µM | actives 1.3% (n = 86,000); in the data active means activity above about 200%;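 further: binding measured in presence of low estradiol as agonist stimulus; 0% = peptide alone without receptor and 100% = receptor with peptide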
# ERb SRC1 inh: inhibitors of ERβ-SRC1 coactivator interaction, primary screen, biochemical, TR-FRET, ERβ LBD, SRC-1 peptide; Estrogen receptor beta (Homo sapiens), Q92731; TR-FRET ER-beta LBD / SRC1-Cy5 peptide binding; receptor agonist-loaded with 1 µM estradiol; inhibition, % at 25.6 µM; actives 1.3% (n = 86,000); AID 633, 2007;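 active means compounds whose percent inhibition of the receptor-coactivator binding signal exceeds about 50% in the single-dose screen, limit read from the data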;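 further: 0% = receptor plus peptide wells without compound and 100% = peptide-only wells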
# The depositor's hits bear a star; · = no result given; [ ] = dose if it differs, or a comment.
molecule	ERa SRC1 pot	PLK1 inh	Rev-RRE block	Plk1 PBD FP	CD11b adhes inh	Mac1 fbg enh	FAK blocker	ERb SRC1 inh	ERa SRC1 inh
Cc1nn2c(-n3ccnc3C)c3c(nc2c1-c1ccccc1)CCC3	94	-1	4	22	-52	-5	1	-14	-3
O=C1c2cccnc2C(=O)N1Cc1ccc(Cl)cc1	66	-3	5	-14	-10	-2	-1	15	10
CCOc1ccc2nc(N3CCC(C(=O)Nc4nnc(CC)s4)CC3)sc2c1	80	·	·	·	23	-3	·	-2[fluorescence artefact?]	-8[fluorescence artefact?]
CSc1nccc(-c2cc(Cl)sc2Cl)n1	104	-12	13	12	0	-4	5	8	-3
Cc1ccc(S(=O)(=O)C2(C(=O)N3CCN(C4CCCCC4)CC3)CC2)cc1	·	-16	2	16	·	·	0	·	·
COc1ccc(C2(CNC(=O)/C=C\c3ccco3)CCCC2)cc1OC	·	-4	4	21	3	10	-5	·	·
Cc1ccc(S(=O)(=O)NC(C)C(=O)Nc2ccccc2C(=O)N2CCCC2)cc1 (stereo not drawn)	116	-12	-1	4	1	0	1	0	-14
Cc1cc(C)c(NC(=O)CSc2nnc(-c3ccco3)n2N)c(C)c1	102	-1	13	-9	-6	1	-3	0	-1
COCCN1Cc2cccc(C(=O)Nc3cc(C)cc(C)c3)c2C1=O	109	-7	-4	-23	-3	18	-2	4	-1
O=C(NCCCN1CCN(CCCNC(=O)c2ccc3c(c2)OCO3)CC1)c1ccc2c(c1)OCO2	104	-4	-2	-10	-13	3	-4	-2[fluorescence artefact?]	-3
CC1CC(C)CN(C(=O)c2cc(-c3ccccn3)nc3ccccc23)C1 (stereo not drawn)	98	0	1	-9	-12	0	1	-2[fluorescence artefact?]	-5
Cc1ccc(-c2nc(SCC(N)=O)c(C#N)c3c2CCCC3)cc1	92	-13	8	17	-11	-4	0	1	-9
CCOC(=O)c1cnn(-c2nc(-c3ccc(F)cc3)cs2)c1C(F)(F)F	·	-17	17	15	·	·	-4	·	·
O=C(Cn1c(=O)oc2ccccc21)NC(=O)NCc1ccccc1	98	-6	-1	-24	5	-2	0	-8	-1
O=C(Cn1cnc2c(oc3ccccc32)c1=O)NCc1ccco1	·	-5	3	-3	-7	0	3	·	·
CCCn1c(=S)[nH]c2cc(C(=O)N3CCCC(C(=O)OCC)C3)ccc2c1=O (stereo not drawn)	116	7	0	-14	·	·	-1	-6[fluorescence artefact?]	6[fluorescence artefact?]
COc1ccccc1NC(=O)c1csc(-n2nc(C)cc2C(F)(F)F)n1	·	-14	4	-2	-2	-4	-1	·	·
CC(C)NC(=O)c1cc(-c2ccc(Br)cc2)on1	152	-1	1	-6	1	-6	-1	-12	-3
CC(C)N(C(=O)Nc1ccc2nccnc2c1)C(C)C	·	-9	4	22	-10	-2	8	·	·
Cc1cc(C)cc(OCC(=O)Nc2ccccc2C(=O)NCc2ccco2)c1	82	-8	5	-1	-2	64	0	13[fluorescence artefact?]	22
COC(=O)c1c(S(N)(=O)=O)c2ccccc2n1C	96	-6	4	-1	-9	-1	-1	11	5
CC(C)(C)OC(=O)N1CCC(c2cc(=O)n3[nH]cc(C(=O)NC4CCCC4)c3n2)CC1	86	1	7	4	2	3	-1	-5[fluorescence artefact?]	8[fluorescence artefact?]
CC1CCCN(C(=O)Cn2c(-c3nonc3N)nc3ccccc32)C1 (stereo not drawn)	67	-5	1	-15	1	-4	2	-18	-27
COc1ccc(-n2c(=S)[nH]c3cc(C(=O)NCc4ccco4)ccc3c2=O)cc1OC	103	-13	1	-15	-15	3	-1	-2	-5
CCOC(=O)c1c(C#N)cnn1-c1ccc(C)cc1	·	-2	1	-2	-8	-4	0	·	·
CC(=O)c1c(C)oc2ccc(NS(=O)(=O)c3ccc(O)c(C(=O)O)c3)cc12	62	-9	3	-25	-29	0	-6	31	14
CCCOc1ccc2c3c(c(=O)oc2c1)CCCC3	·	-14	6	7	10	2	1	·	·
Cn1cc(S(=O)(=O)NCc2cccs2)c(=O)n(C)c1=O	92	-19	6	-24	4	0	4	-6	4
Cc1cccc(N(CC(=O)NCc2ccccc2)C(=O)Cn2nnc(-c3ccc(C)o3)n2)c1	106	-8	12	16	-9	-3	6	-20[fluorescence artefact?]	4
CC(=O)Nc1ccc(NC(=O)CCCCCN2C(=O)c3ccccc3C2=O)cc1	93	0	4	-6	8	-1	-1	-4	-5
O=[N+]([O-])c1ccccc1/C=C/C=N/n1c(-c2ccc(Cl)cc2)n[nH]c1=S	·	2	1	8	-6	15	10	·	·
O=C(CSc1nnc2n1CCCN2C(=S)Nc1ccc(Cl)cc1)c1ccccc1	104	-11	0	-2	·	·	5	4	-14
Cc1noc(C)c1COC(=O)c1ccc2ccccc2n1	113	-2	2	-3	25	-3	-8	-2	0
CC(C)Cn1c(SC(C)C(=O)Nc2ccc3c(c2)OCCO3)nc2ccccc2c1=O (stereo not drawn)	104	7	5	-3	-13	-5	0	12	-4
O=c1[nH]cnc2scc(-c3ccc(-c4ccccc4)cc3)c12	125	-26	11	-18	-28	-5	-4	10	-5
COc1ccc(CSc2nnc3n(C)c(=O)c4c5c(sc4n23)CCCC5)cc1	98	·	·	·	-6	0	·	-2	1
O=C1CS/C(=C\[N+](=O)[O-])N1c1ccc(OC(F)(F)F)cc1	·	-8	8	-12	0	-5	-3	·	·
O=C(Nc1ccc(Oc2ccccc2)cc1)C1CCCN(c2ncccn2)C1 (stereo not drawn)	86	-7	0	-37	4	-2	-1	23	9
Cc1ccc(Nc2ncccc2C(=O)O)cc1C	96	-11	0	18	-5	2	1	4	1[fluorescence artefact?]
COc1ccc(-n2ncc3c(N4CCc5ccccc54)ncnc32)cc1	200*[fluorescence artefact?]	-56	6	-11	19	9	-3	7[fluorescence artefact?]	-2[fluorescence artefact?]
O=C(N/N=C/c1ccc(-c2ccc(S(=O)(=O)Nc3ncccn3)cc2)o1)c1cc2ccccc2cc1O	·	-12	2	-13	-11	53*	-2	·	·
COc1ccc(C(C(=O)NC2CCCCC2)N(CC2CCCO2)C(=O)C2COc3ccccc3O2)cc1OC (stereo not drawn)	95	-8	5	-20	·	·	0	5	-2
O=C(CSc1nnc2c3ccccc3c3ccccc3c2n1)Nc1ccccc1	·	-12	23	12	·	·	-6	·	·
CCOC(=O)c1cnc2ccc(OCC)cc2c1N1CCN(c2ccccc2)CC1	75	-5	-2	1	-14	3	-2	-3	4
Cc1ccc(C(=O)Nc2nc3c(s2)CCCC3)o1	119	-5	4	-11	23	-1	-2	-5	-3
O=S(=O)(NC1CC1)c1ccc(S(=O)(=O)N(Cc2ccccn2)C2CCCC2)cc1	104	-1	0	-8	0	-7	-2	3	-2
Cc1ccc(NCc2nnc(SCC(=O)Nc3ccccc3)n2CC2CCCO2)c(C)c1 (stereo not drawn)	62[fluorescence artefact?]	-2	1	-5	5	-1	-4	-4	-6
COc1ccc(NC(=O)c2ccc(OC)cc2)cc1	128	·	·	·	-6	-2	·	-15[fluorescence artefact?]	-8
COc1ccc(C2CCCN2C(=O)Nc2ccccc2)cc1OC (stereo not drawn)	105	-14	8	-1	2	0	5	-6	-5
COc1ccc(Cl)cc1S(=O)(=O)Nc1cccc(C(=O)O)c1	105	-20	3	-2	-6	-2	-2	-10	-8
COc1cccc(C(=O)N2CCN(Cc3ccccc3C(F)(F)F)CC2)c1	91	-5	1	8	4	-1	-2	-10	-7
OC1(c2ccc3ccccc3c2)CCN(Cc2ccccc2)C1 (stereo not drawn)	98	7	1	19	10	-3	1	-14	-5
CCOC(=O)c1c(C)oc2c1c(C=NCC1CCCO1)c(O)c1ccccc12 (stereo not drawn)	99	-7	4	-24	·	·	0	2	5
O=C(O)c1cc(Cl)c(Cl)cc1C(=O)N1CCOCC1	112[fluorescence artefact?]	·	·	·	-2	-2	·	8	-1
O=C(NCc1cccnc1)C1CCN(C(=O)c2ccc(Cl)cc2Cl)CC1	91	-8	-1	-5	-41	6	-1	-33	-23
Cc1ccc(-c2noc(CN(C(=O)C34CC5CC(CC(C5)C3)C4)C(C)C)n2)cc1	102	-3	11	-14	·	·	2	5	6[fluorescence artefact?]
COc1ccccc1C(=O)Nc1sc2c(c1C(=O)NCc1ccco1)CCCC2	110[fluorescence artefact?]	-13	11	28	1	-2	1	4[fluorescence artefact?]	12
Cc1onc(-c2c(F)cccc2Cl)c1C(=O)Nc1nnc(-c2ccccc2)s1	105	-13	9	-22	30	-6	-4	4	8
CCOC(=O)c1ccc(N=C2C(=S)N(c3ccc(C(=O)OCC)cc3)C(=N)N2/N=C/c2ccccc2)cc1	111[fluorescence artefact?]	-12	0	10	·	·	0	13	-1
COc1ccc(C(=O)N(CCN2CCOCC2)CC(=O)NC2CCCC2)cc1OC	98	-8	7	-10	-25	5	0	-5	-3

# 4 structures already listed, arranged by formula weight, high to low:
molecule	ERa SRC1 pot	PLK1 inh	Rev-RRE block	Plk1 PBD FP	CD11b adhes inh	Mac1 fbg enh	FAK blocker	ERb SRC1 inh	ERa SRC1 inh
O=S(=O)(NC1CC1)c1ccc(S(=O)(=O)N(Cc2ccccn2)C2CCCC2)cc1	104	-1	0	-8	0	-7	-2	3	-2
COc1ccccc1C(=O)Nc1sc2c(c1C(=O)NCc1ccco1)CCCC2	110[fluorescence artefact?]	-13	11	28	1	-2	1	4[fluorescence artefact?]	12
Cc1ccc(-c2noc(CN(C(=O)C34CC5CC(CC(C5)C3)C4)C(C)C)n2)cc1	102	-3	11	-14	·	·	2	5	6[fluorescence artefact?]
OC1(c2ccc3ccccc3c2)CCN(Cc2ccccc2)C1 (stereo not drawn)	98	7	1	19	10	-3	1	-14	-5

# Later entries:
molecule	ERa SRC1 pot	PLK1 inh	Rev-RRE block	Plk1 PBD FP	CD11b adhes inh	Mac1 fbg enh	FAK blocker	ERb SRC1 inh	ERa SRC1 inh
Cc1ccc(C)c(N2C(=O)CN=C2Nc2ccccc2Cl)c1	143	-13	3	-15	-36	3	2	18	16
CC(=O)N(C(C)=O)C1=C(C#N)C2(CCCCC2)Cc2ccccc21	104	-6	4	2	42	-4	-6	-1	10
CCOC(=O)Cc1nnc(NC(=O)C(CC)Sc2nncn2C)s1 (stereo not drawn)	118[fluorescence artefact?]	·	·	·	-6	6	·	2	0
O=C(CCC1CCCC1)NCCCN1CCOCC1	108	-13	7	-18	-22	6	5	0[fluorescence artefact?]	-6
COc1ccccc1NC(=O)C(=O)Nc1ccccn1	·	-7	-1	-4	·	·	2	·	·
CC(C)(C)C(=O)NC1=NCCS1	103	-14	-2	21	13	-3	-2	-5	1
O=C(Cc1ccc(Cl)cc1)NCCN1CCCC1	110	-11	3	48*	7	-3	0	-8	-1
O=C(NC1CC1)C1CCN(c2ccc(S(=O)(=O)N3CCOCC3)cc2)CC1	81	-6	5	0	·	·	4	0	10

# Bioassay records as filed in PubChem.
